sPLA2-III inh – Inhibits HGIII-sPLA2 liposome hydrolysis, primary screen; Q9NZ20; QFRET BODIPY PC-A2 liposome hydrolysis, fluorescence; inhibition, % at 12.2 µM; hit rate 0.56% among 370,000; AID 743126;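 active means inhibition above mean plus 3 SD of compounds lying within the high and low control bounds, cut at about 19% in these data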;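 further: 0% = median of test compound wells and 100% = no enzyme DMSO wells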
hcDAF12 agonist – activators of H. contortus DAF-12 nuclear receptor; HEK293 hcDAF-12 lit1-tk-luc reporter, luminescence; 0% DMSO, 100% Δ7-dafachronic acid; activation, % at 6.8 µM; hit rate 1.4% among 370,000; AID 652067;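 active means activation above the mean of all tested compounds plus 3 SD, cut at about 5.5% in these data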;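 further: 100% = response to 3 µM Δ7-dafachronic acid high control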
ssDAF12 agonist – activators of S. stercoralis DAF-12 nuclear receptor. HEK293 ssDAF-12/GRIP1 lit1-tk-luc reporter, luminescence; % of 3 µM dafachronic acid response. activation, % at 6.8 µM. hit rate 1% among 370,000. AID 652126;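 active means activation above the mean over all tested compounds plus 3 SD, cut at about 0.9% in these data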;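 further: 0% = DMSO-only wells and 100% = 3 µM delta7-dafachronic acid wells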
hgDAF12 agonist – agonists of H. glycines DAF-12 nuclear receptor | activation, % at 6.8 µM | hit rate 1.8% among 370,000 | HEK293 GAL4-hgDAF12 UAS-luciferase reporter, agonist luminescence; normalized to butyrate control;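 active means activation above a cutoff set at the mean of all screened compounds plus 3 SD, cut at about 10% in these data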;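 further: 0% = DMSO wells and 100% = sodium butyrate wells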
ADAM17 inh – inhibitors of human ADAM17 | P78536 | recombinant ADAM17, EDANS/DABCYL FRET peptide cleavage | inhibition, % at 6.95 µM | hit rate 0.83% among 370,000;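 active means inhibition above the mean of compounds lying between control limits plus 3 SD, set per campaign, cut at about 8.5% in these data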;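 further: 0% = DMSO-only wells as the low control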
DAX1 inh-1 – inhibitors of DAX1 repression of SF-1 activated StAR promoter. hit rate 1.1% among 370,000. HEK293T StAR-luciferase reporter, SF-1/DAX-1 repression relief. inhibition, % at 6.8 µM. AID 652010;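 active means inhibition above the mean over all tested compounds plus 3 SD, cut at about 3.6% in these data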;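 further: 0% = DAX-1 cells with DMSO and 100% = cells lacking DAX-1 with DMSO; higher inhibition means more luminescence from relief of DAX-1 repression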
GAA850 FXN act – increases GAA850 frataxin promoter reporter activity | HEK293 lucGAA850 FXN promoter luciferase reporter, 24 h; percent of 10 µM SAHA response | activation, % at 6 µM | hit rate 0.56% among 360,000;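 active means activation above the average of all compounds screened plus 3 SD, cutoff fixed separately per campaign, cut at about 7.5% in these data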;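 further: 0% = DMSO wells and 100% = 10 µM SAHA wells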
ADAM10 inh – inhibits human ADAM10; O14672; hit rate 0.62% among 370,000; recombinant ADAM10, EDANS/DABCYL FRET peptide cleavage, 3 h; inhibition, % at 7 µM;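 active means inhibition above a per-campaign cutoff equal to the mean of compounds falling between control-based bounds plus 3 SD, cut at about 20% in these data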;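 further: 0% = DMSO wells while the 100% control is not disclosed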
Target sequence (O14672 214-748 limits assumed): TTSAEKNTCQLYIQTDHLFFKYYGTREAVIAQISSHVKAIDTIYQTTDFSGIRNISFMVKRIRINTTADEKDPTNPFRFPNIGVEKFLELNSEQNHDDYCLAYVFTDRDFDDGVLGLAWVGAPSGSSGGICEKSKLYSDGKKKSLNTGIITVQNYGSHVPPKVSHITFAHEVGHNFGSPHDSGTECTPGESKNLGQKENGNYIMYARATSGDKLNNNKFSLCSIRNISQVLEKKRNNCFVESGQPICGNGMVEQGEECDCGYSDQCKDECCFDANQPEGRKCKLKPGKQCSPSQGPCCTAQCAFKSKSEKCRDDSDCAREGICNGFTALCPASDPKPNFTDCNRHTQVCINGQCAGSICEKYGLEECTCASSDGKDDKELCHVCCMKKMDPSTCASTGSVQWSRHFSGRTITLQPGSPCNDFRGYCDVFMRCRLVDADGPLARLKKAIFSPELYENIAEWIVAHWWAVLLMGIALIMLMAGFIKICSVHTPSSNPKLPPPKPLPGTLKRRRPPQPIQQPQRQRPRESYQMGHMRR
PLCb3 inh – inhibitors of human phospholipase C beta3; Q01970; Purified PLC-beta3, fluorogenic substrate, fluorescence; inhibition, % at 12.2 µM; hit rate 0.18% among 370,000; in the data active means inhibition above about 11%;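 further: 0% = median of compound wells on plate and 100% = full blocker control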
PLCg1 inh – PLC-gamma1 (human) inhibition, primary screen. AID 720700. inhibition, % at 12.2 µM. purified PLC-gamma1, fluorogenic substrate, fluorescence. hit rate 0.84% among 370,000. P19174; in the data active means inhibition above about 9.5%
DAX1 inh-2 – inhibitors of human orphan nuclear receptor DAX1 (NR0B1) | P51843 | HEK293 Gal4-DAX1 luciferase reporter, luminescence | inhibition, % at 6.75 µM | hit rate 0.99% among 340,000 | AID 504766;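 active means inhibition above the mean over all tested compounds plus 3 SD, cut at about 4.2% in these data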;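 further: 0% = DAX1-transfected cells with DMSO and 100% = empty-vector control cells with DMSO; inhibition shows as a rise in luminescence from relieved DAX1 repression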
Target sequence (P51843 207-470 limits assumed): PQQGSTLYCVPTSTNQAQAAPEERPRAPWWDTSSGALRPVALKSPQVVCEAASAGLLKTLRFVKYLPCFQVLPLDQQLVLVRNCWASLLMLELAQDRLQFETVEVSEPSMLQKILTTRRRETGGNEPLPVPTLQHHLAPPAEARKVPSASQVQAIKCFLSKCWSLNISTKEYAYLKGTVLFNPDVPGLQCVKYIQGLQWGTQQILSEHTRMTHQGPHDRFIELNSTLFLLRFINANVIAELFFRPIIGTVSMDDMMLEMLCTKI
Starred values were filed as active, the others as inactive; i = inactive; · = not tested or not shown.

SMILES	sPLA2-III inh	hcDAF12 agonist	ssDAF12 agonist	hgDAF12 agonist	ADAM17 inh	DAX1 inh-1	GAA850 FXN act	ADAM10 inh	PLCb3 inh	PLCg1 inh	DAX1 inh-2
O=C(NCC1CCCO1)c1ccc(Cl)c(NS(=O)(=O)c2ccc(F)cc2)c1 (stereo not given)	-4	-0.6	-1.6	0.8	-2	0.9	-1.4	-8	1	0	-0.9
O=C(Cn1c(=O)c2sccc2n(Cc2ccc([N+](=O)[O-])cc2)c1=O)NCCc1ccccc1	-5	-2.5	-1.6	0.3	-1	-0.1	3.4	0	5	5	3.4
CCOC(=O)C1C(=O)NC(N2CCOCC2)=NC1c1ccco1 (stereo not given)	-1	0.5	-1.5	0.1	-1	-0.5	0.9	2	-1	0	0.2
O=C(C1=C(O)C(=O)N(CC2CCCO2)C1c1ccccc1F)c1ccco1 (stereo not given)	1	-0.8	-0.2	-2.6	1	-0.2	1.2	1	-15	-8	1.1
O=C(c1ccc(=O)[nH]c1)N1CCN(S(=O)(=O)c2ccc3ccccc3c2)CC1	6	0.2	-1.4	-5.3	-1	0.3	2.1	-32	-3	-1	-0.9
CC(=O)/C(=N\Nc1ccccc1)Oc1ccc(Br)cc1	-2	0.1	-1.2	-1.4	-3	-0.3	-1.0	5	-3	-6	·
COC(=O)c1cn(NC(=O)Cc2ccccc2Br)c(=O)c2ccccc12	-9	-0.3	-0.7	1.5	-3	0.8	-0.5	9	-8	2	-0.1
CCOC(=O)c1c(C)cc(C)[nH]c1=O	4	-2.4	-0.8	1.4	-2	-0.4	0.7	-1	2	-2	0.2
CC1CN(c2nc3ccccn3c(=O)c2/C=C(\C#N)C(N)=O)CC(C)O1 (stereo not given)	1	0.5	-0.9	-0.1	-68	0.1	-0.7	-165	-63	-40	3.3
C=C1[C@@H](CCO)N(S(=O)C(C)(C)C)C[C@@H]1C (stereo not given in full)	-2	-1.1	0.3	-0.3	-1	0.5	·	-1	2	1	·
CCCSCCCNC(=O)c1ccc(C)c(NC(=O)C2=C(C)OCCS2)c1	9	-0.2	-1.3	-1.2	3	-0.3	-0.3	-2	4	6	0.3
COc1ccc(S(=O)(=O)n2nc(-c3cc(OC)c(OC)c(OC)c3)cc2N)cc1OC	-5	-2.2	-1.0	-1.5	0	-0.9	0.6	-6	-2	0	0.7
COCCNC(=O)/C(C#N)=C/c1c(N2CCN(c3cccc(Cl)c3)CC2)nc2c(C)cccn2c1=O	0	1.8	-1.1	0.3	-231	0.1	-1.1	i	-86	-67	1.0
CC1(C)CC(=O)C=C(NCCN2CCN(C(=O)Nc3ccccc3)CC2)C1	-1	-0.2	-1.7	-1.4	-5	0.4	-0.3	-15	-5	-5	-1.4
CCc1nc2ccc(C(=O)NCCN3CCNC3=O)cn2c1N(CC)Cc1cccc(Br)c1	3	-2.5	-1.6	-0.3	-5	0.0	15*	-11	-9	-6	·
N#Cc1ccccc1NC(=O)CSc1cn[nH]n1	-1	0.2	-0.6	1.6	-3	-0.5	0.7	5	-4	2	-0.6
COc1ccccc1C(=O)NNC(=O)C(=O)NC(C)C	0	2.5	0.4	2.6	-2	0.5	-1.1	-4	-1	1	0.2
CC(NC(=O)c1ccc(-c2ccccc2)cc1)C(c1ccccc1)N1CCOCC1 (stereo not given)	13	-0.6	-1.4	-5.8	0	-0.8	2.3	-15	-8	1	-1.1
O=C(C1CCCO1)N(c1cccc(Cl)c1)C1C=CS(=O)(=O)C1 (stereo not given)	2	-0.8	-1.6	1.6	-4	0.5	0.8	-5	-2	-1	0.2
Cc1cc(CNC(=O)c2cc(COc3c(F)cccc3F)on2)nn1C	1	-0.5	-0.8	2.6	-1	0.3	0.7	3	-1	-3	-1.2

Reformatted: 4 of the compounds above
smiles,sPLA2-III inh,hcDAF12 agonist,ssDAF12 agonist,hgDAF12 agonist,ADAM17 inh,DAX1 inh-1,GAA850 FXN act,ADAM10 inh,PLCb3 inh,PLCg1 inh,DAX1 inh-2
COc1ccccc1C(=O)NNC(=O)C(=O)NC(C)C,0,2.5,0.4,2.6,-2,0.5,-1.1,-4,-1,1,0.2
CC1CN(c2nc3ccccn3c(=O)c2/C=C(\C#N)C(N)=O)CC(C)O1 (stereo not given),1,0.5,-0.9,-0.1,-68,0.1,-0.7,-165,-63,-40,3.3
CCOC(=O)c1c(C)cc(C)[nH]c1=O,4,-2.4,-0.8,1.4,-2,-0.4,0.7,-1,2,-2,0.2
O=C(NCC1CCCO1)c1ccc(Cl)c(NS(=O)(=O)c2ccc(F)cc2)c1 (stereo not given),-4,-0.6,-1.6,0.8,-2,0.9,-1.4,-8,1,0,-0.9

Next section:
SMILES	sPLA2-III inh	hcDAF12 agonist	ssDAF12 agonist	hgDAF12 agonist	ADAM17 inh	DAX1 inh-1	GAA850 FXN act	ADAM10 inh	PLCb3 inh	PLCg1 inh	DAX1 inh-2
Cc1ccccc1C(=O)Nc1ccccc1N1CCCCC1	-1	-1.2	-1.6	0.4	-1	-0.1	-1.0	5	1	0	1.5
C[C@H]1CN([C@@H](C)CO)C(=O)CCCn2nncc2CO[C@H]1CN(C)S(C)(=O)=O	4	-0.1	-0.2	-1.9	0	-0.8	-0.7	-32	3	0	-0.4
COc1cc(NC(=O)C2(C)CCCN2C(=O)C(C)C)cc(OC)c1OC (stereo not given)	1	-1.6	-0.3	0.5	-1	-1.7	-0.8	-2	-1	1	·
COC(C)(C)[C@H](O)COc1c2ccoc2cc2oc(=O)ccc12	-3	-0.1	-1.3	1.3	-10	-0.4	-0.5	-27	-69	-55	0.9
CC(=O)Nc1ccc(C(=O)NCCN2CCOCC2)cc1	4	-1.0	-0.6	-0.6	5	0.4	1.6	15	1	6	1.4
Cc1ccc(N)cc1NC(=O)CN1CCOCC1	1	0.2	-0.5	1.8	1	-0.6	1.3	3	-1	7	-0.2
CNCC(=O)N1CCN(c2ncc(C(F)(F)F)cc2Cl)CC1	-15	-0.8	-1.3	-1.4	-1	0.5	1.7	-2	-7	4	-0.4
CCOc1ccccc1CNC(=O)C1CCN(c2nnc(C)c3c(C)n(-c4ccc(C)cc4)nc23)CC1	-3	-0.8	-1.7	-1.2	-12	1.1	2.3	-36	-66	-35	-0.2
C=CCNC(=O)Nc1ccc2oc(C)nc2c1	0	-0.5	-1.2	-0.4	0	0.4	0.5	0	1	0	0.1
O=C(COC(=O)c1cc(-c2ccco2)nc2ccccc12)NCc1ccccc1	1	-1.0	-1.4	-0.2	-7	-0.3	1.1	-48	-132	-97	-1.2
CC1CC(C)CN(C(=O)CNS(=O)(=O)c2ccc(Br)s2)C1 (stereo not given)	-3	3.9	-1.5	-1.3	0	-0.3	0.6	4	10	2	1.1
CN(C)c1nc(OCCOC(=O)COc2ccc(Cl)cc2Cl)nc(N(C)C)n1	-8	0.2	-1.3	-1.9	1	0.2	-1.8	3	0	5	0.2
C/C(=N/NC(=O)CNC(=O)C(c1ccccc1)c1ccccc1)c1ccco1	-3	0.1	-1.5	-1.4	-1	0.1	-2.3	5	-8	0	-1.5
CCOP(=O)(OCC)C(NC(=O)Nc1ccc(C)c(Cl)c1)c1ccccc1 (stereo not given)	-25	-0.1	-1.6	-3.5	9	0.2	0.7	7	3	7	-0.1
Cc1ccccc1Oc1cc(-n2ncc(Cl)c(Cl)c2=O)ncn1	21*	2.5	-1.6	-2.0	-2	0.6	-22	-6	8	3	-4.9
CC(C)CN1C(=O)CC(Sc2ccccc2C(=O)O)C1=O (stereo not given)	6	-1.4	-1.6	-1.3	-4	0.1	0.3	6	2	-2	1.7
COc1ccc(/C=N/NC(=O)c2ccc(Cn3cc([N+](=O)[O-])cn3)o2)c(OC)c1C	5	-1.1	-0.6	0.3	4	1.2	-1.5	7	7	5	1.3
O=C(COc1ccc(S(=O)(=O)N2CCOCC2)cc1)NCCN1CCOCC1	2	-2.1	-1.3	-0.9	0	0.2	2.6	2	-7	0	0.2
O=C(Oc1ccccc1)c1ccccc1	6	1.6	-0.9	1.7	-5	-0.6	1.5	-14	0	4	0.0
Cc1cccc(NC(=S)N/N=C(\c2ccccc2)C(C)C)c1	13	0.2	-0.4	3.8	-6	-0.3	1.9	-1	-6	-2	-0.1

3 of the entries above in order of their number in hcDAF12 agonist, smallest number first.
Molecule	sPLA2-III inh	hcDAF12 agonist	ssDAF12 agonist	ADAM17 inh	DAX1 inh-1	ADAM10 inh	PLCb3 inh	PLCg1 inh	DAX1 inh-2
CCOc1ccccc1CNC(=O)C1CCN(c2nnc(C)c3c(C)n(-c4ccc(C)cc4)nc23)CC1	-3	-0.8	-1.7	-12	1.1	-36	-66	-35	-0.2
O=C(c1ccc(=O)[nH]c1)N1CCN(S(=O)(=O)c2ccc3ccccc3c2)CC1	6	0.2	-1.4	-1	0.3	-32	-3	-1	-0.9
CC1CN(c2nc3ccccn3c(=O)c2/C=C(\C#N)C(N)=O)CC(C)O1 (stereo not given)	1	0.5	-0.9	-68	0.1	-165	-63	-40	3.3

Going on with the list.
SMILES	sPLA2-III inh	hcDAF12 agonist	ssDAF12 agonist	hgDAF12 agonist	ADAM17 inh	DAX1 inh-1	GAA850 FXN act	ADAM10 inh	PLCb3 inh	PLCg1 inh	DAX1 inh-2
Cc1ccc(/C=N/NC(=O)c2ccc(NC(=O)c3ccc(Cl)cc3)cc2)o1	4	-0.4	-0.7	3.1	-3	-0.5	2.0	3	-7	2	0.0
O=C(c1ccc(OC2CCN(Cc3ccc(F)cc3)CC2)cc1)N1CCCC1	-8	-3.2	-1.0	-1.0	3	0.8	5.4	-1	2	4	-0.8
Cc1nn(C)c(C)c1CN(C(=O)CCc1nnc(Cc2c[nH]c3ccccc23)o1)C(C)C	-4	-0.4	-0.4	1.1	1	0.6	-0.7	-4	0	0	1.9
CCOc1ccc(S(=O)(=O)N2CCOCC2)cc1NC(=O)CN1C(=O)NC(C)(c2ccccc2)C1=O (stereo not given)	-5	-0.5	-0.9	-1.4	1	2.1	0.7	-5	-5	-1	0.5
O=C(O)c1ccc(CSc2nc3ccccc3o2)cc1	-6	-1.3	-0.8	0.1	-5	-0.5	0.9	-6	1	0	0.9
C=CCNC(=O)COc1coc(CN2CCN(Cc3ccccc3)CC2)cc1=O	10	0.4	-0.4	-0.6	1	-2.3	-0.7	-11	-2	2	0.1

Rows were taken by chance. About 6.9% of those tested had a hit in this group.
